TDP1 block = blocks human tyrosyl-DNA phosphodiesterase 1; 0.28% of 350,000 active; Q9NUW8; Potency, µM (highest dose often 130 µM), for the others: at the highest dose activity change, negative = inhibition, most hits filed as inhibitors; recombinant TDP1, AlphaScreen DNA substrate cleavage; also: nearly all actives have a fitted effect of over 40% in size
Target sequence (Q9NUW8 whole entry, looked up): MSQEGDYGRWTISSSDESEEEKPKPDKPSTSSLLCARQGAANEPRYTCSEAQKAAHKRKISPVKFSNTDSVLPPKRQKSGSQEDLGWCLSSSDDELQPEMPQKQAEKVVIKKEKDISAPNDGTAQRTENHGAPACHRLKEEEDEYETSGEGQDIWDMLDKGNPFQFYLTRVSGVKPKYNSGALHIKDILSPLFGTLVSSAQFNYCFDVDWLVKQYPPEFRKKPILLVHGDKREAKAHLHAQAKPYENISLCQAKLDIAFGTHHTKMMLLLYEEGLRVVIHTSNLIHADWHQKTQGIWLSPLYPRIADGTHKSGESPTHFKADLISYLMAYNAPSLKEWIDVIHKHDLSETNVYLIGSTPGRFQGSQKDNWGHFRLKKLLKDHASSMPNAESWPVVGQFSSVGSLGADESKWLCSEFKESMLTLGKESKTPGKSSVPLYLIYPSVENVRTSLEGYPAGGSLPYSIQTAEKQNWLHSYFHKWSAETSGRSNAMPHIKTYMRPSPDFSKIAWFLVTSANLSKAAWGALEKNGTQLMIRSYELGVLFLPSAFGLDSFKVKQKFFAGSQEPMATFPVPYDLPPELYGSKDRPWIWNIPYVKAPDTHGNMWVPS
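Recombinant E. coli-expressed Tdp1 (1 nM) preincubated with compound 15 min at RT, then 5'-biotin/3'-phosphotyrosine-FITC DNA substrate (15 nM) added for 5 min. AlphaScreen beads (10 ug/ml) added, 10 min RT; tyrosine-FITC cleavage read as signal loss.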
DT40 TDP1 CPT = growth inhibition of DT40 Tdp1-/-;hTDP1 cells with camptothecin (screen for TDP1 inhibitors); chicken DT40 Tdp1-/-;hTDP1 cells + 20 nM CPT, ATP luminescence, 48 h; Potency, µM (titrated, usually from 46.2 µM), inactives show at the top dose activity change, negative = growth inhibition, most hits filed as inhibitors; 12% of 420,000 active; AID 686979; also: nearly all actives have a fitted effect of over 55% in size
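Chicken DT40 Tdp1-/- cells complemented with human TDP1, 400 cells/well, exposed to compounds plus 20 nM camptothecin for at least 48 h at 37 C; viability read as ATP content by CellTiter-Glo luminescence.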
DT40 TDP1 no CPT = qHTS for Inhibitors of human tyrosyl-DNA phosphodiesterase 1 (TDP1): qHTS in cells in absence of CPT; DT40 Tdp1-/- hTDP1 cells, no CPT, ATP luminescence, 48 h; Potency, µM (series often up to 46.2 µM), inactives show top-dose activity change, negative = growth inhibition, actives largely listed as inhibitors; 15% of 420,000 active; AID 686978, 2013; also: nearly all actives have a fitted effect of over 55% in size
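No-CPT arm: Tdp1-/-;hTDP1 DT40 cells (400/well) plus compounds, incubated ≥48 hr at 37 °C. Readout CellTiter-Glo luminescence.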
* = called active by the depositor; ? = inconclusive; / = no result given; & = joins results of further samples; [ ] = remark or other dose. Calls follow the shape of the dose curve; as a rule, active = well fitted curve in the direction sought with a large enough effect; inconclusive = small, poorly fitted or top-dose-only effect, or another doubt; inactive = no such curve, though single readings can be large; an effect the other way counts as inactive or inconclusive. % is scaled to controls: 0 for no effect and ±100 for the full control effect; potency is read from the fitted curve at half-maximal effect. Random draw from the library; overall some 18% were active at least once.

SMILES	TDP1 block	DT40 TDP1 CPT	DT40 TDP1 no CPT
CCC(C)NC(=O)C1CCN(S(=O)(=O)c2cccc3nonc23)CC1 (stereo not given)	1%	18%	-8%
CCc1ccccc1NC(=O)CSc1ncc2c(n1)-c1cc(Cl)ccc1N(Cc1ccccc1)S2(=O)=O	3%	-24%	-15%
CC(=O)N1CCOc2ccc(S(=O)(=O)NCc3ccc(Cl)cc3)cc21	0%	-20%	-3%
O=C(CSc1ccc2ccccc2c1)N1CCN(c2ccc(O)cc2)CC1	11%	13µM*	12µM*
CC(=O)Nc1ccc(S(=O)(=O)N/N=C/c2ccc(C)s2)cc1	0%	?	-3%
O=C(COC(=O)/C=C/c1ccco1)NCCc1ccccc1	28µM*	-3%	3%
O=C(NC1CCN(C(=S)Nc2ccc(Cl)cc2)CC1)c1ccco1	/	5%	1%
Cc1nnc2c3ccccc3c(-c3ccc(O)cc3)nn12	-4%	?	?
O=C(C1CCCN(S(=O)(=O)Cc2ccccc2)C1)N1CCCCC1 (stereo not given)	5%	-5%	-28%
CCCn1c(C)cc(C(=O)COc2ccc(-c3nnco3)cc2)c1C	6%	4.6µM*	7.3µM*
S=C(NCc1ccco1)N1CCN(c2nc(-c3ccccc3)cs2)CC1	1%	?	?
COc1cc(C(=S)N2CCC(C)CC2)ccc1O	-4%	-21%	-1%
NC(=O)CSCc1nc2ccccc2s1	9%	-6%	-11%
ClC(/C=N/n1cnnc1)=C/c1ccccc1	2%	15µM*	1.8µM*
COc1ccc(OCC(O)Cn2cnc(-c3ccc(Br)cc3)c2)cc1 (stereo not given)	8%[56.1 µM]	?	?
COc1ccc(-c2nnc(SCC(=O)NCc3ccco3)n2C)cc1	3%	3%	-13%
O=C(Cn1cnc2cc([N+](=O)[O-])ccc2c1=O)NC(=O)NCc1ccccc1	/	-2%	1%
COc1ccc(C(=O)CSc2nnc(CNc3ccc(C)cc3C)o2)cc1	3%	?	?
Clc1ccccc1CSc1ncn(-c2ccccc2)n1	/	-25%	-10%
N#Cc1c(NC(=O)CSc2nc(-c3ccco3)cc(C(F)(F)F)n2)sc2c1CCCC2	6%	?	?
COc1ccc(Cn2c(SCc3ccc(C)cc3)nc3cc(OC)c(OC)cc3c2=N)cc1Cl	9%	4.1µM*	2.3µM*
c1ccc2c(c1)nc(NCC1CCCO1)c1nnnn12 (stereo not given)	8%	-20%	?
CCc1ccccc1NC(=O)C1=CC(c2cccs2)=NS(=O)(=O)N1C	/	?	?
CCCCc1nnc(NC(=O)c2ccc3[nH]c(=O)c(=O)[nH]c3c2)s1	3%	7%	-4%
CN(C#N)c1nccc(-c2cccs2)n1	-6%	-3%	-18%
COc1ccc(C(=O)c2ccc(N3CCOCC3)cc2)c(OC)c1	3%	?	?
CC(C)(C)C(=O)/C=c1\s/c(=C\c2ccc(-c3ccc([N+](=O)[O-])cc3)o2)c(=O)n1CC(=O)NC(N)=O	5%	?	23µM*
COc1cccc(N2CCN(C(=O)c3ccc(CS(=O)c4cccc(Cl)c4)o3)CC2)c1 (stereo not given)	5%	0.52µM*	0.52µM*
CCOc1ccc(S(=O)(=O)NCC2(N3CCCCC3)CCCCC2)cc1	-7%	0%	3%
CSc1nnc(-c2cc(-c3ccc(C)cc3)nc3ccccc23)o1	1%	-10%	?

12 structures already listed, arranged by heavy-atom count, rising:
SMILES	TDP1 block	DT40 TDP1 CPT	DT40 TDP1 no CPT
CN(C#N)c1nccc(-c2cccs2)n1	-6%	-3%	-18%
ClC(/C=N/n1cnnc1)=C/c1ccccc1	2%	15µM*	1.8µM*
COc1cc(C(=S)N2CCC(C)CC2)ccc1O	-4%	-21%	-1%
c1ccc2c(c1)nc(NCC1CCCO1)c1nnnn12 (stereo not given)	8%	-20%	?
Cc1nnc2c3ccccc3c(-c3ccc(O)cc3)nn12	-4%	?	?
CSc1nnc(-c2cc(-c3ccc(C)cc3)nc3ccccc23)o1	1%	-10%	?
CCC(C)NC(=O)C1CCN(S(=O)(=O)c2cccc3nonc23)CC1 (stereo not given)	1%	18%	-8%
CCOc1ccc(S(=O)(=O)NCC2(N3CCCCC3)CCCCC2)cc1	-7%	0%	3%
COc1ccc(C(=O)CSc2nnc(CNc3ccc(C)cc3C)o2)cc1	3%	?	?
O=C(Cn1cnc2cc([N+](=O)[O-])ccc2c1=O)NC(=O)NCc1ccccc1	/	-2%	1%
COc1ccc(Cn2c(SCc3ccc(C)cc3)nc3cc(OC)c(OC)cc3c2=N)cc1Cl	9%	4.1µM*	2.3µM*
CCc1ccccc1NC(=O)CSc1ncc2c(n1)-c1cc(Cl)ccc1N(Cc1ccccc1)S2(=O)=O	3%	-24%	-15%

Other records:
SMILES	TDP1 block	DT40 TDP1 CPT	DT40 TDP1 no CPT
Cc1ccc(C2=NN(C(=O)CSc3nc(N)cc(N)n3)C(c3ccco3)C2)cc1 (stereo not given)	3%	?	?
COc1cc(C(=O)OCC(=O)NC23CC4CC(CC(C4)C2)C3)cc(OC)c1OC	-7%	29µM*	18µM*
Cc1ccc(-c2cnc(C3CC3)o2)cc1S(=O)(=O)Nc1ccccc1	2%	4.6µM*	4.6µM*
Cc1ccc(OCC(=O)Nc2ccc3nc(SCC(=O)N4CCCC4)sc3c2)cc1	-2%	?	21µM*
COc1ccc(OC)c(CNc2ccc3c(c2)CCC3)c1	10%	?	16µM*
CCCCSc1nc(C)cc(SCC(=O)N/N=C/c2ccccc2)n1	1%	?	?
O=c1[nH]c2cc(Cl)c(Cl)cc2[nH]c1=O	9%&10%&11%	8%&-14%	?
CCOC(=O)C1CCN(S(=O)(=O)CCNC(=O)c2ccccc2)CC1	/	15%	-2%
CCCCn1c(N)c(N(CCC(C)C)C(=O)COC(=O)c2ccc(CC)cc2)c(=O)[nH]c1=O	-3%	-21%	7%
C=C[C@](C)(O)CCC1C(=C)CCC2[C@@](C)(CO)CCC[C@@]12C (stereo not given in full)	8%[56.1 µM]	?	18µM*
Cc1nc(NC(=O)CSc2cc(C)c3ccccc3n2)c(Cl)cc1Cl	-3%	?	?
O=C(O)CSCc1nc2cccnc2n1C1CCCCC1	/	-10%	?
C=CCNC(=O)c1ccccc1NS(=O)(=O)c1ccc(OC)c(C(=O)N2CCOCC2)c1	3%	0%	-7%
COC(=O)CCNc1ccc2c(c1)OCCO2	8%	-21%	-13%
Cc1nc2nc(-c3cccs3)[nH]c2cc1Br	/	?	16µM*
OC(CCN1CCC2CCC(C2)C1)c1ccc(Br)cc1 (stereo not given)	/	-3%	?
CCC(Oc1ccccc1)C(=O)Nc1ccc(S(=O)(=O)Nc2cc(C)on2)cc1 (stereo not given)	15%	-9%	-11%
CC(C)N(CC#CCC(O)(c1ccccc1)C1CCCC1)CCO (stereo not given)	-1%	-9%	4%
COc1cccc(C(=O)N2CCC(C(=O)Nc3cccc(Cl)c3)CC2)c1	/	10µM*	23µM*
CCOC(=O)N(C)c1c(CC)nc2c(OCc3cc(Cl)cc(Cl)c3)cccn12	/	?	21µM*
O=S(=O)(c1ccc(Br)s1)N1CCN(Cc2ccc3c(c2)OCO3)CC1	6%	?	-24%
O=C(NCC(c1ccco1)N1CCN(c2ccccc2F)CC1)c1ccc2c(c1)OCO2 (stereo not given)	/	?	18µM*
COC(=O)[C@@]1(Cc2ccc(F)cc2)[C@H]2c3cc(C(=O)N4CCCC4)n(CCCNc4ncc(C(F)(F)F)cc4Cl)c3C[C@H]2CN1C(=O)c1ccccc1	13%	?	16µM*
Cn1ccsc1=NC(=O)c1ccc(Cl)cc1	-3%	-9%	-18%
COc1cc(COC(=O)c2cnc(C)cn2)c(OC)cc1Br	10%	9%	0%
Cc1nnc(C)n1/N=C/c1cc(Br)cc(Br)c1O	-7%	-3%	-7%
CCS(=O)(=O)N1CCc2cc(C(=O)N3CCN(c4cccc(C(F)(F)F)c4)CC3)ccc21	14%	?	23µM*
O=C(CC12CC3CC(CC(Br)(C3)C1)C2)Nc1cccc(S(=O)(=O)NC2=NCCC2)c1	0%	-6%	-1%
NNC(=O)c1ccc(Cn2cc(Br)c(N)n2)cc1	3%	2%	-1%
COC(=O)CCCCCCCCC(O)CN1CCCCC1 (stereo not given)	1%	-16%	-14%
COc1ccc(NC(=O)COC(=O)c2ccc(-n3cnnn3)cc2)c([N+](=O)[O-])c1	1%	-13%	35%[activator]
O=C(COc1ccc(Br)cc1Br)NC1CCCC1	0%	4.1µM*	?
COc1ccc(S(=O)(=O)N2CCN(C)CC2)cc1C(=O)Nc1ccccc1	2%	16%	-2%
CC(=O)c1ccccc1NS(=O)(=O)c1cc2c(cc1C)NC(=O)CO2	3%	-6%	1%
CN(C)c1ccc(C(CNC(=O)c2ccccc2F)N2CCc3ccccc32)cc1 (stereo not given)	11%	10µM*	?
CS(=O)(=O)Nc1cccc(-c2nc(Nc3ccc(F)cc3)c3ccccc3n2)c1	-13%[56.1 µM]	5.8µM*	4.1µM*
CCCCCCCCCCCCCCCCCCCCCC(=O)Nc1ccn([C@@H]2O[C@H](CO)[C@@H](O)[C@@H]2O)c(=O)n1	/	2.7µM*	3.3µM*
CCOC(=O)C1C(=O)C=C(C)C(C(=O)OCC)C1c1ccc(OC)cc1 (stereo not given)	6%	-28%	-28%
Cc1ccc(C2=NOC(=O)/C2=C\c2ccc(C)o2)cc1	10%	13µM*	23µM*
Cc1cc(C)c2c(N)c(C(=O)Nc3ccccc3F)sc2n1	/	21%	13%
CCCc1nnc(NC(=O)CCC(=O)N2CCN(C3CCCC3)CC2)s1	0%	-12%	11%
COC(=O)c1oc2ccc(OC)cc2c1N	1%	-19%	-24%
Cc1cc2ccccc2c[n+]1CC(=O)c1ccc(F)cc1	/	?	13µM*
Cc1ccc(NC(=O)c2c(C)oc3ccc(O)c(CN4CCCCC4)c23)cc1	-1%	?	?
CCOC(=O)c1[nH]c2ccc(OCC)cc2c1CCCN1C(=O)c2ccccc2C1=O	5%	?	?
COc1cc2c(-c3ccccc3Cl)nc3c(c(C)nn3-c3ccccc3)c2cc1OC	0%[12.3 µM]	?	?
CN1CCN(C(=O)CNC(=O)c2cccs2)CC1	0%	7%	-7%
CC(=O)c1ccc(OCCCC(=O)n2nnc3ccccc32)cc1	0%	-6%	-16%
COc1ccc(Cl)cc1NC(=O)CSc1nc(=O)[nH]c2c1CCC2	-3%	-27%	?
CCn1nc(C(=O)N2CCN(Cc3nc4ccccc4s3)CC2)c2ccccc2c1=O	0%	?	?
CC(CCc1ccccc1)NC(=O)CSc1n[nH]c(-c2ccccc2)n1 (stereo not given)	0%	15µM*	21µM*
CC1Cc2ccccc2N1S(=O)(=O)c1cccc2nsnc12 (stereo not given)	8%	?	?
COc1cc(-c2nnc(-c3cc(OC)c(OC)c(OC)c3)o2)cc(OC)c1OC	7%	1.8µM*	2.1µM*
COc1ccc(OC)c(-c2cn(S(=O)(=O)c3ccccc3)nc2N)c1	0%	?	-19%
NC(=O)C1(N2CCCCC2)CCN(Cc2nc3ccccc3c(=O)[nH]2)CC1	0%	-10%	-14%
COc1ccc(S(=O)(=O)N2CCCCC2)cc1NC(=O)c1c(F)cccc1Cl	-1%	?	16µM*
Cc1ccnc(NS(=O)(=O)c2ccc(NC(=O)C(C)(C)Oc3ccc(Cl)cc3)cc2)n1	7%	-15%	1%
CC(C)c1ccc(NC2CCCN(C(=O)c3ccco3)C2)cc1 (stereo not given)	8%	?	?
Cc1[nH]c2c(Br)cccc2c1[C@H]1[C@@H](CC#N)C1(C)C	3%	16µM*	?
CCNC(=O)C1(C)CCCN(Cc2ccc(-n3ccnc3)cc2)C1 (stereo not given)	/	-5%	-13%

The listing continues.
SMILES	TDP1 block	DT40 TDP1 CPT	DT40 TDP1 no CPT
CC1CCCCC1NC(=O)CNC(=O)c1cccs1 (stereo not given)	/	10%	-21%
COc1ccc(-c2cc(C(=O)Nc3c(C(=O)c4ccc(Cl)cc4)oc4ccccc34)no2)cc1	2%	-2%	-18%
Cc1ccccc1NS(=O)(=O)c1ccc(C(=O)NCC(c2ccco2)N2CCCCC2)cc1 (stereo not given)	/	?	23µM*
CCCCC[C@@H](/C=C/C1C(=O)C=C[C@H]1C/C=C\CCCC(=O)OC)OC(C)=O (stereo not given in full)	/	9.2µM*	6.5µM*
COc1ccccc1NC(=O)c1cc(N)cc(C(=O)Nc2ccccc2OC)c1	/	23µM*	?
COc1ccc(C(C(=O)NC2CCCCC2)N(C(=O)Cc2c[nH]c3ccccc23)c2ccccc2C)cc1OC (stereo not given)	6%	?	21µM*
Cc1cc2nc(N3CCC(NC(C)c4nc(-c5ccccn5)no4)CC3)nc(C)c2cc1C (stereo not given)	/	?	?

Screens deposited in PubChem BioAssay by National Center for Advancing Translational Sciences (NCATS).
